Assay outcomes as filed in PubChem.
MDM2 E3 inh: Mdm2 E3 ligase (human) inhibition; Q00987; cell-based MDM2 ubiquitination luciferase reporter, 2 h; 0 = plate control, 100 = twice control, blank-subtracted; signal enhancement, % at 5 µM; actives 0.11% (n = 210,000); AID 1230;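 active means signal enhancement of 30% or more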;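 further: luminescence tracks abundance of the self-degrading MDM2-luciferase fusion protein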
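System: stable MDM2–luciferase fusion reporter cells / Input: 2000 cells seeded into each well / Schedule: 4 h settle plus 2 h compound, 37 °C / Compound: single-point 5 µM / Buffer or medium: cells held in DMEM / Benchmarks: control and blank well means / Evaluation: percent signal gain over controls, blank-subtracted / Measured by: luciferase luminescence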
Hck-Nef inh: blocks Nef-activated human Hck kinase; P08631; Recombinant Hck-YEEI plus Nef, Z-Lyte FRET kinase assay; inhibition, % at 20 µM; actives 0.68% (n = 220,000); AID 463187;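 active means Hck-Nef kinase inhibition above about 50%, limit read from the data; inactive means inhibition below that limit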;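 further: 0% = DMSO with Hck plus Nef and 100% = Hck alone without Nef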
EBV gp42 inh: EBV gp42 inhibition; Fluorescence polarization binding assay, mP read-out; inhibition, % (tested at 21.74 µM); actives 0.42% (n = 220,000); AID 1085; in the data active means inhibition above about 50%
Runt-SMMHC FRET: Runt domain-CBFb-SMMHC interaction inhibition | AID 1434 | inhibition, % at 20 µM | Cerulean-Runt/Venus-CBFb-SMMHC FRET ratio 530/480, 1 h | actives 0.74% (n = 220,000) | Q01196+Q13951;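 active means mean inhibition across duplicate retests at 20 µM reaching about 50%, limit read from the data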;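 further: 0% = DMSO wells and 100% = wells with excess untagged CBFb-SMMHC; inhibitors lower the FRET ratio by blocking Runt binding to CBFb-SMMHC; some results filed as inactive read as strong as hits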
Target sequence (Q01196 whole entry, looked up, the tested form may be a part): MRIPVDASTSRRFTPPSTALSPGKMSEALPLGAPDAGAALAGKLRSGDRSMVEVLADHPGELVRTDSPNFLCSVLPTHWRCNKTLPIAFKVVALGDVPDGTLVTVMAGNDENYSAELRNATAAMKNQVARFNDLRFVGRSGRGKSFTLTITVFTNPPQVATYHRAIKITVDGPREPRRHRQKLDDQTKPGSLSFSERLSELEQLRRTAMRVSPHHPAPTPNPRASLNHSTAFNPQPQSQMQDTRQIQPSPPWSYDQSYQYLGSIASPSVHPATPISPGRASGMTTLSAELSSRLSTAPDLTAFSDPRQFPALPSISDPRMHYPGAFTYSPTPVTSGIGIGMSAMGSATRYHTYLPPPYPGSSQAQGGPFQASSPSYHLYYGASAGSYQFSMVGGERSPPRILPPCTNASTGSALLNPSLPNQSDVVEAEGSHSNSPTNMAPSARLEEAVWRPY
Target sequence (Q13951 whole entry, looked up, the tested form may be a part): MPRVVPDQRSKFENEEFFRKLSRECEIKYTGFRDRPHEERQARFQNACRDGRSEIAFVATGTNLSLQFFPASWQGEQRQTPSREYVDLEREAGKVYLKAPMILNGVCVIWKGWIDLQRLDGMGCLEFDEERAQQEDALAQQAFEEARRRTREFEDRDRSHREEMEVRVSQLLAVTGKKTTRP
Runt-CBFb FRET: inhibitors of human RUNX1 Runt domain binding to CBFb; Q01196+Q13951; Cerulean-Runt/Venus-CBFb FRET ratio 530/480, 1 h; inhibition, % at 20 µM; actives 0.46% (n = 220,000);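 active means inhibition over about 50% at 20 µM in the single-dose screen, limit read from the data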;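 further: 0% = DMSO wells and 100% = excess unlabeled CBFb competitor control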
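Reagent – Venus-CBFb binding partner, 100 nM · Assay system – Cerulean-tagged RUNX1 Runt domain (FRET donor) fusion protein · Input – 100 nM per protein · Incubation – two 1 h room-temperature incubations shielded from light · Measured by – FRET fluorescence · Medium – Tris buffer pH 7.5 with salts and BSA · Benchmarks – unlabeled CBFb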
L929 necroptosis: blocks zVAD induced death of L929 cells; L929 zVAD necroptosis rescue, ATP luminescence, 24 h; with zVAD 60 µM; viability rescue, % at 10 µM; actives 0.38% (n = 220,000);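 active means activation, scaled between plate controls, above about 75%, limit read from the data; inactive means activation under that limit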;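 further: 0% = zVAD with DMSO and 100% = DMSO alone without zVAD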
14-3-3 Bad inh: disrupts binding of bovine 14-3-3 zeta to phospho-Bad peptide | inhibition, % at 21.7 µM | actives 0.71% (n = 220,000) | P63103 | TR-FRET 14-3-3zeta/Dy647-pBad peptide displacement, 1 h;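 active means inhibition above about 70%, limit read from the data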;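 further: 0% = full 14-3-3 plus peptide FRET controls and 100% = background without 14-3-3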
p47phox inh: inhibitors of human p47phox binding; P14598; p47phox/p22phox peptide binding, fluorescence polarization, 2 h; inhibition, % at 24.7 µM; actives 0.53% (n = 220,000);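 active means inhibition above about 30%, limit read from the data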;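 further: 0% = p47phox with labelled peptide and 100% = labelled peptide alone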
Target sequence (P14598 whole entry, looked up): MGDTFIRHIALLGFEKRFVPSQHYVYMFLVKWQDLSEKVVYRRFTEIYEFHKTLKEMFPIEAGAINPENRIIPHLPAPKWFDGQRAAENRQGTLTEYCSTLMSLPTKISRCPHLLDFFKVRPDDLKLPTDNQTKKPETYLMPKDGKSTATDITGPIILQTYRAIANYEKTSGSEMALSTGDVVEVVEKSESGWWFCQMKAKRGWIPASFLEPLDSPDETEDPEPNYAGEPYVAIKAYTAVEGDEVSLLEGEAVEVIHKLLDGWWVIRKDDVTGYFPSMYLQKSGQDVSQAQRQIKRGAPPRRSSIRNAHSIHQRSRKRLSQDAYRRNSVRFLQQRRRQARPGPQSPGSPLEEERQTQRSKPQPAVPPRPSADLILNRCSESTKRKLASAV
Tb hexokinase: blocks Trypanosoma brucei hexokinase 1 activity; AID 1430; actives 0.11% (n = 220,000); inhibition, % at 10 µM; recombinant TbHK1, G6PDH-coupled NADH A340;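 active means inhibition of 50% or more in the single-dose primary screen; inactive means inhibition below 50%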
* hit, by the source's call; · = no result given; [ ] = another dose, or the depositor's remark. Not a hit list; about 3.2% have a hit in one of these screens.

Structure	MDM2 E3 inh	Hck-Nef inh	EBV gp42 inh	Runt-SMMHC FRET	Runt-CBFb FRET	L929 necroptosis	14-3-3 Bad inh	p47phox inh	Tb hexokinase
CCCCCCCC[n+]1c(C)n(-c2ccccc2)c2ccc(NC(C)=O)cc21	-7	-2	-51	6	-1	-0.7	9	-19	16
Cc1cc(C)c(NC(=O)OCCN2CCOCC2)c(C)c1	-2	2	-12	0	-2	0.4	-7[fluorescence artefact?]	-1	-1
COc1ccc2nc3ccccc3nc2c1	1	8	32	86*	1	8.0	-6	-6	-9
O=C(Nc1ccccc1)Nc1cccn(Cc2c(F)cccc2Cl)c1=O	-4	17	-9	-4	2	64	-10	-7	-3
O=C(c1cccs1)N1CCN(C2CCCCC2)CC1	-8	0	-4	-3	0	-0.4	62	-6	2
COc1ccc(NC(=O)c2cc(OC)c(OC)c(OC)c2)cc1S(=O)(=O)N1CCCCC1	-11	20	3	2	-7	15	-11	-6	-5
COC(=O)c1c(NC(C)=O)sc2c1CCCC2	-15	4	-2	-8	0	0.2	-18	-13	-9
O=C(NNc1ccc(F)cc1F)C1CCC1	-4	22	-25	1	1	-0.4	1	-3	-5
O=C(OCC(=O)c1c[nH]c2ccccc12)c1cc2ccccc2cc1O	-19	-1	-10	-21	-6	0.4	20[fluorescence artefact?]	-20	-15
Cn1c2c(c(=O)n(C)c1=O)CN(CCc1ccccc1)CN2	-10	1	4	4	0	0.0	-14	-15	-3
Cc1ccc(CN2CCN(CC(C)C)C(CCO)C2)s1 (centres undefined)	-1	19	-8	-3	2	1.4	-13	4	-6
CCN(CC)Cc1nc2c(c(=O)[nH]1)C1(CCCCC1)Cc1ccccc1-2	4	1	-12	33	-2	0.8	-10	-3	-3
C/C(=N\N1C(=O)c2ccccc2C1=O)c1cccc([N+](=O)[O-])c1	-7	-29	-12	1	-1	0.5	-6[fluorescence artefact?]	-9	-6
COc1cccc(C(=O)OCCN2C(=O)c3ccccc3C2=O)c1OC	-9	0	-12	3	-2	-0.5	0	4	6
Cc1cccc(C(=O)Nc2ccnc(-c3cccnc3)n2)c1	-10	20	-8	0	-1	2.4	-15	-24	1
COc1cc(OC)cc(C(=O)NC2CCN(Cc3nnnn3Cc3cccs3)CC2)c1	-16	6	-13	-1	3	0.1	1	5	-3
Cc1cc(C(=O)N/N=C2\CCCC(C)C2)n[nH]1 (centres undefined)	-3	1	-4	-5	1	-1.0	-13	7	-4
COc1cc(C2NC(=S)NC(C)=C2C(=O)OC(C)C)ccc1OC(C)C (centres undefined)	0	-9	-15	3	1	-1.1	-14	-4	-3
Cc1ccc(NS(=O)(=O)c2ccc(C(=O)NCC3CCCO3)cc2)cc1 (centres undefined)	0	27	-8	1	0	1.5	-13	-3	4
O=C(N/N=C/c1cc(Br)cs1)c1ccc2c(c1)OCCO2	-28	11	-5	-2	-1	3.7	-5	2	-23
CC(=O)Nc1ccc(NC(=O)CSc2nnc(C3CC3)n2C)cc1	-31	-1	-6	2	0	0.1	3[fluorescence artefact?]	0	7
CC(=O)Nc1ccc2nc(-c3ccco3)[nH]c2c1	-13	27	-1	0	12	1.0	13	1	-16
Cc1ccc(NC(=O)c2ccc(S(=O)(=O)N3CCC(C)CC3)cc2)cc1	·	8	-46	4	1	0.0	-22[fluorescence artefact?]	-5	-15
CCCCn1c(N)c(NCc2ccccc2)c(=O)[nH]c1=O	-26	15	0	-4	1	1.1	-1	-1	6
Cc1ccc(-n2nc(C)c3c2OC(N)=C(C#N)C3c2ccc(C)o2)cc1 (centres undefined)	·	10	11	-5	-3	-0.2	-3	-11	-13
COc1ccc(-c2cn[nH]c2N)cc1OC	-17	0	-6	-9	3	0.3	-6[fluorescence artefact?]	-1	-3
COC(=O)c1cc2oc(C)cc2n1CC(=O)Nc1ccc(OC)c(OC)c1OC	2	0	-2	-2	0	0.1	-4[fluorescence artefact?]	2	1
CCn1ccnc1CN(C)C(=O)c1cc(COc2c(F)cccc2F)on1	-2	16	-13	-1	3	0.4	-13	-3	-1
O=C(CC1C(=O)N(c2ccc(Cl)cc2)C(=S)N1CCc1ccncc1)Nc1ccc(F)cc1 (centres undefined)	-6	-1	7	2	-1	-0.7	0	-10	3
Cc1cc(NS(=O)(=O)Cc2ccccc2)cc(C)c1OCC(=O)N1CCOCC1	-9	-7	-14	-3	0	-0.7	4	-6	-2
CCc1nc(SCC(=O)Nc2ccccc2C(=O)OC)n[nH]1	-9	1	-10	0	1	-0.2	0[fluorescence artefact?]	-5	5
COc1ccc(NC(=O)CSc2cc(C)nc3c(-c4ccccc4)cnn23)cc1	-6	-15	-3	0	-3	0.7	0	-6	-6
CCCS(=O)(=O)N1CCCC(C(=O)N2CCN(c3ccccc3)CC2)C1 (centres undefined)	-16	2	·	2	4	-0.1	·	·	1
Cc1ccc(C(=O)CSc2nnc(COc3ccc(C#N)cc3)n2-c2ccccc2)cc1	13	1	-9	-9	-4	0.1	-1[fluorescence artefact?]	-7	-5
Cn1c(SCC(=O)O)nnc1C1CCCCC1	-18	1	-22	2	0	0.2	4	-5	-4
CCOc1ccc(CN2CCN(Cc3cnn(CC)c3C)CC2CCO)cc1 (centres undefined)	-14	19	-5	-3	4	0.2	8	9	-1
COc1ccc(N2CCC(CNC(=S)Nc3cc(C)cc(C)c3)C2)cc1 (centres undefined)	·	-22	-8	6	11	-0.5	1	-13	4
CCC(=O)OCC(=O)c1c(N)n(Cc2ccccc2)c(=O)n(C)c1=O	-20	2	-25	-11	-1	1.2	-3[fluorescence artefact?]	-17	4
Cc1ccc(C)c(S(=O)(=O)N/N=C/c2ccc(N(C)C)cc2)c1	-17	3	5	-5	2	-0.4	-6	-3	-25
Cc1ccc(-n2nc3ccc(N)cc3n2)cc1	-27	13	4	-8	0	0.7	2[fluorescence artefact?]	1	-16
CC(C)=C1SC(N2CCN(Cc3ccccc3)CC2)=NC1=O	13	0	-14	-3	-2	1.1	10	-11	-4
O=C(CN1C(=O)CCC1=O)Nc1nc(-c2nc3ccccc3s2)cs1	-7	6	-1	-1	1	-0.7	14	-23	-10
Cc1nnc(NC(=O)c2oc3cc(C)c(C)cc3c2C)s1	-14	5	-7	-3	1	-0.1	10[fluorescence artefact?]	-10	-4
C=CCOc1ccc(CNC(C)(C)C)cc1OC	-6	-3	-12	0	-2	-0.3	-6	2	7
CN(C)C(=O)CN1CCN(Cc2cn(C)nc2-c2ccc3c(c2)OCCO3)CC1	-3	16	-19	0	1	4.4	-13	10	2
COc1ccc(-c2cc(=O)oc3c(C)c(O)c(CN(C)C)cc23)cc1	-20	6	1	62	-55	0.1	3	-7	-9
CCn1nc(C)c(CN2CCCC(C(=O)c3cccc(OC(C)C)c3)C2)c1C (centres undefined)	-23	27	-10	·	·	-1.5	-12	-9	2
Cc1ccc(CCn2c3c(c4ccccc42)CN(C)CC3)cn1	-9	-2	6	-16	-4	0.4	9	-4	1
O=C(Nc1nccs1)c1cc(-c2ccccc2)nn1-c1ccccc1	-8	1	-16	-8	-3	1.2	2	-9	6
O=C1N/C(=N\N=C\c2ccco2)SC1Cc1ccc(F)cc1 (centres undefined)	-8	1	-15	0	2	1.6	-9	-18	-38
CC(=O)NC(=S)Nc1ccc(NC(=O)COc2ccc(C(C)C)cc2)cc1	-3	-3	-13	-5	-14	1.2	-2	-8	-2
Clc1ccc2c(N3CCCC3)ccnc2c1	-6	0	-14	0	-1	-0.1	6	28	-39
CCCCCC(=O)Nc1nc(C)c(-c2csc(Nc3cc(OC)ccc3OC)n2)s1	0	-1	-6	0	0	4.2	58	-8	-7
O=C(CSc1nnc(-c2ccc(F)cc2)n1-c1ccccc1)NCCN1C(=O)CSC1=O	-11	2	-8	4	-3	0.6	-6	-6	0
COc1ccc(C)cc1NC(=O)Nc1cnccn1	-15	102*	-10	4	0	73	-9	-16	1
CCOc1ccc(C(=O)/C=C/c2ccccc2C(F)(F)F)cc1	-12	1	-11	3	-2	0.3	1	-3	-1
CCN(CC(=O)Nc1c(F)cccc1F)C(=O)CCc1ccc(OC)cc1	7	1	-14	2	0	1.1	-10	6	-1
CCOC(=O)C1CCN(C(=O)Cn2cccc2C(=O)c2ccccc2)CC1	-10	-1	-11	-1	1	-0.3	7	0	-9
O=C(NC1CCCC1)c1cccnc1N1CCCCCC1	-11	-1	-9	8	-2	0.2	-19[fluorescence artefact?]	-2	3
CCOC(=O)c1oc2ccccc2c1CSc1nnc(-c2ccco2)o1	-2	-2	10	-4	-2	4.7	5	-2	0

New compounds follow
Structure	MDM2 E3 inh	Hck-Nef inh	EBV gp42 inh	Runt-SMMHC FRET	Runt-CBFb FRET	L929 necroptosis	14-3-3 Bad inh	p47phox inh	Tb hexokinase
CC1(C)CC(=O)c2cc(OCC(=O)NCCN3CCOCC3)ccc2O1	-16	2	3	2	3	0.3	2	10	-15
O=C(Nc1ccc(OC(F)(F)F)cc1)Nc1cccnc1	-1	8	2	4	1	-0.2	2	-5	-4
COc1cccc(/C=C2/SC(=O)N(C)C2=O)c1OCc1ccc(C(=O)O)cc1	4	1	5	2	2	1.6	-7	3	-17
COc1cc(C=O)c(Br)cc1OCC(=O)NCCc1ccccc1	-4	-1	-9	2	-1	2.8	0	-5	-2
O=C(Nc1ccc(C#Cc2ccccc2)cc1)C1CC1	-5	-1	-10	-6	0	0.2	-20	4	-1
COc1ccc(-n2c(SCC(=O)NCC3CCCO3)nc3ccccc32)cc1 (centres undefined)	-12	2	-7	-2	4	0.4	-6	-2	-5
Cn1c(=O)cc(OCC(=O)N2CCCc3ccccc32)c2ccccc21	-11	1	-1	-2	1	3.3	2	-6	3
CN(C)S(=O)(=O)c1ccc(C(=O)N2CCN=C2SCc2cccnc2)cc1	-9	0	-18	-7	1	0.9	-3[fluorescence artefact?]	-22	5
O=C(CC(NS(=O)(=O)c1ccc(Cl)cc1)c1ccco1)NCc1cccnc1 (centres undefined)	-17	1	-22	4	3	0.6	5	-13	-4
CC1=NN(c2nc(-c3ccc(C)cc3)cs2)C(=O)C1N=Nc1ccccc1O (centres undefined)	-8	24	-13	-14	-2	35	-13	-31	8
O=C(CN(Cc1ccccc1)S(=O)(=O)c1ccc2c(c1)OCCO2)N/N=C/c1ccc(F)cc1	-13	-2	7	-2	-3	0.7	11	-4	7
Nc1nc(NC(=O)c2ccccc2Cl)nn1-c1ccccc1	-5	-2	-1	0	-1	-0.1	-2	-16	-13

3 entries out of the list, ordered by molar mass, ascending.
Structure	MDM2 E3 inh	Hck-Nef inh	EBV gp42 inh	Runt-SMMHC FRET	Runt-CBFb FRET	L929 necroptosis	14-3-3 Bad inh	p47phox inh	Tb hexokinase
CN(C)S(=O)(=O)c1ccc(C(=O)N2CCN=C2SCc2cccnc2)cc1	-9	0	-18	-7	1	0.9	-3[fluorescence artefact?]	-22	5
O=C(CC(NS(=O)(=O)c1ccc(Cl)cc1)c1ccco1)NCc1cccnc1 (centres undefined)	-17	1	-22	4	3	0.6	5	-13	-4
O=C(CN(Cc1ccccc1)S(=O)(=O)c1ccc2c(c1)OCCO2)N/N=C/c1ccc(F)cc1	-13	-2	7	-2	-3	0.7	11	-4	7
